miR-122 sensor = blocks miR-122 activity in Huh7 sensor cells; Huh7 miR-122 Renilla luciferase sensor, 48 h; neutral wells = 0, positive control = 100; activation (reporter increase), % at 12.5 µM; 0.3% of 340,000 active; AID 602342;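 active means mean replicate activation score at least 90 and every replicate individually at or above 90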;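 further: higher luciferase means less miR-122 activity so hits act as miR-122 inhibitors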
RAD52 anneal inh = inhibitors of human RAD52 DNA annealing; P43351; recombinant RAD52 DNA annealing, FRET fluorescence; inhibition, % at 18.7 µM; 0.46% of 360,000 active;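 active means every replicate showing at least 50% inhibition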
Target sequence (P43351 whole entry, looked up): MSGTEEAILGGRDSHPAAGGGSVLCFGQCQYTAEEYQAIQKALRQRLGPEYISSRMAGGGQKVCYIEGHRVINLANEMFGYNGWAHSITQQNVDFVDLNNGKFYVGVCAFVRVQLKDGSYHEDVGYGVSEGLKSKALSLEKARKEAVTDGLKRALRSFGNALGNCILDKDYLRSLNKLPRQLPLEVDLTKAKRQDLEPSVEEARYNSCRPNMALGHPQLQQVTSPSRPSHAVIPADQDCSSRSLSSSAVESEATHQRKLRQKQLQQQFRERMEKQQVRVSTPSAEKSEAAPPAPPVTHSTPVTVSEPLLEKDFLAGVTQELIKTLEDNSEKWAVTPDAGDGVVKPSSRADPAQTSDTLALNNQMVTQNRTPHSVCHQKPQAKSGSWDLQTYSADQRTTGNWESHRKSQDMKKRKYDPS
RAD54 branch = inhibitors of human RAD54 branch migration | RAD54 Holliday junction branch migration, FAM/BHQ fluorescence | 0.14% of 360,000 active | inhibition, % at 10.4 µM | Q92698;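 active means mean normalized replicate activity at least 40 and at least half of replicates scoring 40 or more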;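 further: 0% = median of neutral control wells and 100% = median of positive control wells; inhibitors cause a drop in the FAM fluorescence signal; in these data hits start at about 50%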
Cneo AK release = causes C. neoformans cell lysis; AID 651654; 0.2% of 360,000 active; adenylate kinase release luminescence, 4 h; normalised: neutral wells 0, clomiphene wells 100; lysis activity, % at 15 µM;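 active means mean lysis activity across replicates of at least 80%, whatever share of replicates individually reach that level; inactive means mean lysis activity below 80%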
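Assay system: log-phase C. neoformans yeast / Quantity: yeast cell density of 5 × 10^6 cells/mL / Medium: fresh YPD growth medium / Compound: single dose / Timing: static 4 h at 37 °C with compound, 1 h detection / Measured by: adenylate kinase release luminescence / Read-out: lysis from increased AK signal / Benchmarks: Clomiphene as positive lysis control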
ERAP1 HTS inh = ERAP1 (human) enzyme inhibition | Q9NZ08 | recombinant ERAP1, Leu-AMC fluorescence, 60 min | inhibition, % at 10.7 µM | 0.15% of 340,000 active | AID 652197;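 active means mean replicate inhibition of at least 30%, or all replicates individually reaching that 30% level; inactive means mean below 30% and not every replicate reaching it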;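 further: 0% = neutral control wells and 100% = L-leucinethiol positive control wells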
PGC1a acetyl inh = modulators of PGC1a acetylation | 0.17% of 350,000 active | inhibition, % at 15.6 µM | U2OS PGC1a acetylation, AlphaScreen anti-acetyl-lysine; with virally co-expressed GCN5 acetyltransferase;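 active means every replicate shows inhibition of at least 40%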;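 further: 0% = neutral control wells and 100% = positive control wells; some results beyond the cut were filed as inactive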
E-sel inducer = E-selectin induction on HUVECs; HUVEC E-selectin immunofluorescence imaging; normalized: neutral wells 0, TNF-alpha wells 100; activation, % at 7.58 µM; 0.37% of 260,000 active;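 active means mean E-selectin-positive cell signal at least 10% of the positive control, reached in at least 60% of replicates, without over 20% cell loss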;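 further: in these data hits start at about 27%; measured in HUVEC primary endothelial cells; signal is the percent of cells scored E-selectin positive by PE staining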
Target sequence (P16581 whole entry, looked up): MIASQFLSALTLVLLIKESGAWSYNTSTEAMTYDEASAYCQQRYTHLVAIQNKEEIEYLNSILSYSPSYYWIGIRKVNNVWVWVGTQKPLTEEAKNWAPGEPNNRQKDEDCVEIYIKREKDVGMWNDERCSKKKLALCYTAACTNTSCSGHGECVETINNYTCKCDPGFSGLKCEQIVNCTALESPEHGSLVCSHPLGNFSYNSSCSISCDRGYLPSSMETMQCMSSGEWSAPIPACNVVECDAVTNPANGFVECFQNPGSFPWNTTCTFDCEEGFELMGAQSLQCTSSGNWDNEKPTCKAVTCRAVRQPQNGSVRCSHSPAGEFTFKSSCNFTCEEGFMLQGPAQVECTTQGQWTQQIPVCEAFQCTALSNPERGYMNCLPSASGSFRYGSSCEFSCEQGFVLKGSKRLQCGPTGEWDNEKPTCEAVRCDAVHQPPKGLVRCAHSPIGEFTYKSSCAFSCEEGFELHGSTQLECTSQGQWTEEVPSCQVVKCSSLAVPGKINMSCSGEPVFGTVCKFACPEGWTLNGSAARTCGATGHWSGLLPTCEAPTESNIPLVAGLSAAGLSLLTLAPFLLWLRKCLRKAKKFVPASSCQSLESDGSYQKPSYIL
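material = human umbilical vein endothelial cells (HUVEC), E-selectin induction | quantity = 3,000 cells/well | medium = EGM-2 growth medium on 0.1% gelatin-coated wells | technique = immunofluorescence imaging | read-out basis = % PE-positive cells | control set = TNF-alpha positive control, DMSO neutral control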
PglD DTNB = PglD (C. jejuni) enzyme inhibition; 0.098% of 360,000 active; inhibition, % at 12.5 µM; purified PglD enzyme, DTNB colorimetric CoA detection; in the data active means inhibition above about 16%, passing the limit was not always enough; further: strong numbers were not always called active
Numbers without * were called inactive; / = no result given; & = joins results of further samples; [ ] = remark or other dose. The order is random; 1.4% or so of the library scored in one or more.

SMILES	miR-122 sensor	RAD52 anneal inh	RAD54 branch	Cneo AK release	ERAP1 HTS inh	PGC1a acetyl inh	E-sel inducer	PglD DTNB
O=C(O)c1ccccc1Nc1cccc(OCc2ccc3ccccc3n2)c1	0	-14	2	6	2	/	2.4	2
O=C(NC1(C(=O)NC2CCCCC2)CCCCC1)c1ccccn1	2	/	5	7	/	4	/	3
Cc1noc(C)c1NC(=O)Nc1ccc2c(c1)CC(=O)N([C@H](C)CO)C[C@H](C)[C@H](CN(C)C(=O)NC1CCCCC1)O2	-2[16.7 µM]	-6	-1	-2	2	4	0.1	2
CCCNC(=O)Nc1ccc2c(c1)OC[C@H](C)N(CCC(F)(F)F)C[C@@H](C)[C@H](OC)CN(C)C2=O	/	11	9	-2	/	1	-0.6	0
Cc1nnc2c(NC3CCCCC3)nc3ccccc3n12	-6	-15	-6	0	-2	-6	/	-5
NCC[C@@H]1CC[C@@H](NS(=O)(=O)c2ccc(Cl)cc2)[C@H](CO)O1	/	2	-1	0	0	-9	-0.3	3
CC(=O)Nc1ccc(S(=O)(=O)N2CCSc3ccccc32)cc1	27	-14	-11	2	-2	-4	0.6	2
COc1ccc(C(=O)O)cc1S(N)(=O)=O	0	-4	-9	-1	-1	-7	-0.1	-1
COc1ccc([C@H]2CC(=O)C=C(c3ccc(SC)cc3)C2)cc1OC	-4	-13	6	-1	-2	-5	0.0	-1
COc1cc2c3c(c1)/C(=C1/SC(NC(C)=O)=NC1=O)C(=O)N3C(C)(C)C=C2C	-5	/	5	2	/	-3	/	-4
Cc1ccccc1N1C(N)=NC(N)=NC1(C)C	-3	/	9	50	/	-4	/	-1
O=C(Nc1ccc(N2CCOCC2)c2nonc12)C1CCCC1	-1	/	-11	2	/	-3	/	-5
Cc1ccc(S(=O)(=O)Nc2ccc3c(c2)CC(=O)N([C@H](C)CO)C[C@H](C)[C@@H](CN(C)S(=O)(=O)c2cn(C)cn2)O3)cc1	1[16.7 µM]	6	6	1	-2	-10	1.0	-1
Cc1ccc(S(=O)(=O)N2[C@@H](c3ccc(Br)cc3)C(C(=O)O)=C[C@H]2CC2CCCC2)cc1	7	-15	0	-4	3	3	0.4	-9
CCN(CC)C(=O)c1c(C)nc2ccccn12	-3	/	4	0	/	7	/	5
Oc1ccc(/C=N\Nc2cc(N3CCOCC3)nc(N3CCOCC3)n2)c(O)c1	-10	-2	3	-1	-1	-3	/	0
O=C(Nc1cccc([N+](=O)[O-])c1)N(c1ccccc1)c1ccccc1	4	0	/	/	0	2	0.0	/
COc1ccc(N(C(=O)C2CCCCC2)C2C=CS(=O)(=O)C2)c(OC)c1 (stereo not drawn)	10	6	-4	0	-4	-2	/	-5
CCNC(=O)C1CCCN(Cc2ccc(OCc3ccccc3)cc2)CC1 (stereo not drawn)	-1	-23	-6	1	1	2	0.0	-8
COc1ccccc1C(=O)NCCC(=O)Nc1ccc(S(=O)(=O)N2CCCC(C)C2)cc1 (stereo not drawn)	6	-27	7	0	-1	-8	/	-4
CC(C)C[C@@H](CO)N1CCN(Cc2ccc(Br)cc2)CCC1=O	-6	-2	-12	-2	-1	7	0.0	-6
O=S(=O)(Nc1cccc2ccccc12)c1ccccc1F	3	-2	4	-5	7	1	/	-1
Cc1ccc2[nH]c3c(=O)n(N)c(C)nc3c2c1	1	-3	8	8	-3	-1	1.3	3
C[C@@H]1CN([C@@H](C)CO)C(=O)Cc2cc(NC(=O)c3ccncc3)ccc2O[C@@H]1CN(C)C(=O)NC1CCCCC1	3[16.7 µM]	-6	-30	6	-1	-1	0.0	0
COC(=O)C1CCN(C2CN(Cc3ccc(C)cc3)S(=O)(=O)C2)CC1 (stereo not drawn)	-5	-1	1	0	0	-6	0.0	-3
CC(NC(=O)C(C)N1C(=O)C2C3CC(C(Br)C3Br)C2C1=O)c1ccccc1 (stereo not drawn)	-1	-23	6	-3	4	-3	/	4
Cc1noc(C)c1NC(=O)Nc1ccc2c(c1)CC(=O)N([C@@H](C)CO)C[C@@H](C)[C@H](CN(C)C(=O)NC(C)C)O2	-2[16.7 µM]	/	5	-1	/	-2	-0.2	0
CC(Sc1nc2ccccc2o1)C(=O)O (stereo not drawn)	1	/	-10	-1	/	7	0.1	-5
CN(c1ccccc1)c1nc(N)c([N+](=O)[O-])c(NC2CCCCC2)n1	-6	-4	9	2	-8	/	0.1	-5
COc1ccc(-c2ccc3[nH]c4c(c3c2)CCN2C[C@H]3[C@H](C)ON(C)[C@H]3C[C@@H]42)cc1	4	-16	3	2	6	-17	3.5	2
CN(C)CC(=O)N[C@H]1CC[C@H](CCn2cc(C3CC3)nn2)O[C@@H]1CO	/	1	10	0	0	-7	-0.3	-1
CCC(=O)N1[C@H](C(=O)N2CCCCC2)[C@@H](CO)[C@@H]2Cn3c(cccc3=O)[C@@H]21	/	9	12	-4	0	/	-0.5	4
CC(C)c1nnc(NC(=O)CS(=O)(=O)c2ccccc2)s1	4	-2	6	0	2	-5	/	-3
CC1CCN(C(=O)N2c3ccccc3Sc3ccccc32)CC1	0	/	4	1	/	-35	/	-3
COC(=O)C1=C(C)Nc2nnnn2C1c1ccco1 (stereo not drawn)	-1	/	-1	-3	/	-2	/	-12
CCc1noc(C)c1C(=O)OCC(=O)Nc1c(F)cccc1F	-3	6	-2	-1	-4	/	/	-3

Full records as entered above. Screens in order: miR-122 sensor | RAD52 anneal inh | RAD54 branch | Cneo AK release | ERAP1 HTS inh | PGC1a acetyl inh | E-sel inducer | PglD DTNB
CCc1noc(C)c1C(=O)OCC(=O)Nc1c(F)cccc1F across the screens: -3 | 6 | -2 | -1 | -4 | / | / | -3
CN(c1ccccc1)c1nc(N)c([N+](=O)[O-])c(NC2CCCCC2)n1 across the screens: -6 | -4 | 9 | 2 | -8 | / | 0.1 | -5

Other structures:
SMILES	miR-122 sensor	RAD52 anneal inh	RAD54 branch	Cneo AK release	ERAP1 HTS inh	PGC1a acetyl inh	E-sel inducer	PglD DTNB
COc1cc2nc(-c3ccccc3C)oc(=O)c2cc1OC	/	-12	3	-2	-1	/	/	3
COc1ccc(C(=O)NC(=O)CSc2nnc(-c3ccco3)n2-c2ccccc2)cc1	-2	/	3	0	/	-4	/	-6
Cc1cccc(NC(=O)CN2CCN(C(=O)c3cnn(Cc4ccccc4)c3)CC2)c1C	/	7	4	1	-5	/	-0.3	-1
O=C(Cc1ccc(F)cc1)Nc1nc(-c2ccc(F)cc2)cs1	-6	-6	2	-2	1	-6	/	-1
Cc1ccc(NC(=O)CCC(=O)c2ccccc2)cc1	-15	-17	6	1	-3	/	/	2
C#CCOCCOCCOCCNc1nc(N2CCN(C(=O)Cn3cc(CCCN=C(N)N)nn3)CC2)nc(N2CCN(C(=O)[C@H](CCCCN)n3cc(CC(C)O)nn3)CC2)n1 (stereo partly drawn)	-3	7	-13	0	-7	-20	-0.2	1
Cc1ccc(NC(=O)CN2C(=O)NC3(CCCCCC3)C2=O)cc1Cl	9	-15	5	-1	-5	3	1.0	/
O=C(NCC(c1ccco1)N1CCN(c2ccc(F)cc2)CC1)C1CCCCC1 (stereo not drawn)	-3	3	13	1	0	/	/	-1
NC(=O)c1ccc(NC(=O)C2CCCO2)cc1 (stereo not drawn)	6	/	-4	6	/	-12	/	-13
COc1ccc(N(CC(=O)NC2CC3CCC2C3)S(=O)(=O)c2ccc(C)cc2)cc1OC (stereo not drawn)	4	-1	-5	2	0	3	-0.1	5
Cc1ccc(CCC(=O)Nc2ccc(C#N)cc2)o1	1	-14	-2	10	2	-21	/	6
CCN(C[C@H]1N[C@@](Cc2ccccc2)(C(=O)OC)[C@H]2C(=O)N(C)C(=O)[C@@H]12)C(=O)c1ccc(C)cc1	-7	-13	-22	2	-2	3	-0.1	8
N#CCn1nnc(-c2ccc3c(c2)OCO3)n1	-3	/	1	-3	/	-26	/	3
Cc1noc(C)c1S(=O)(=O)Nc1ccc2c(c1)CC(=O)N([C@@H](C)CO)C[C@H](C)[C@H](CN(C)S(=O)(=O)c1ccc(F)cc1)O2	-7[16.7 µM]	5	-13	-1	3	-2	-0.3	0
Cc1cccc(NC(=O)[C@H](Cc2ccccc2)NC(=O)[C@@H]2Cc3ccccc3CN2)c1	-12	-7	4	0	3	3	/	-2
CCOCC(=O)Nc1ccccc1C(=O)OCC	46	/	-2	-8	/	-4	/	-7
CCCCn1c(N)c(N(CCC(C)C)C(=O)COC(=O)c2cccnc2SC)c(=O)[nH]c1=O	-2	-9	-5	0	3	-10	1.6	1
CCn1nc(C(C)C)cc1C(=O)N1CCCC(CO)(Cc2ccc(F)cc2F)C1 (stereo not drawn)	6	-9	0	-2	1	-38	/	4
O=C(CC1C(=O)NCCN1CCCc1ccccc1)NCCc1ccccc1Cl (stereo not drawn)	-8	-14	-5	-1	5	1	/	-4
Cc1cc(=O)oc2cc(OCC(=O)NCCCN3CCCC3=O)c(Cl)cc12	-5	5	1	-2	-1	-15	/	5
CCCSc1nc2c(c(=O)[nH]c(=O)n2C)n1C	-10	/	9	1	/	7	/	-5
COc1ccc(C#Cc2ccc3c(c2)[C@H]2[C@H](CCN2C(=O)c2ccncc2)[C@H](CO)N3)cc1	-12[16.7 µM]	/	1	-10	/	2	2.1	-6
COc1cccc(C(=O)n2c(SC)nc3cc4c(cc32)OCCO4)c1	-7	1	0	-6	-1	21	/	-6
CN(C)CCn1c(=S)[nH]c2ncccc2c1=O	-6	-1	-10	0	-2	8	7.2	5
Cc1cc2c3c(c1C)C(=O)C(=O)N3C(C)(C)CC2C (stereo not drawn)	-12	-17	-6	1	0	1	/	6
CCCc1cn(CC[C@@H]2CC[C@H](NS(=O)(=O)c3ccccc3Cl)[C@H](CO)O2)nn1	/	0	-4	54	4	3	-0.3	-1
Cc1noc(C)c1S(=O)(=O)N1CCC(C(=O)NCCC2=CCCCC2)CC1	-6	/	0	1	/	-4	/	1
Cc1[nH]nc2c1C(Cc1ccccc1)C(C#N)=C(N)O2 (stereo not drawn)	-4	/	9	-1	/	-4	/	1
CN(CCN(C)C(C)(C)C)C(=O)C(c1ccccc1)c1ccccc1	11	-10	-7	4	/	0	/	3
CCOc1ccc(CN2CCC(=O)NC2=O)cc1	-5	/	-9	0	/	-7	/	0
CN(C)CCCNCC(=O)Nc1ccccc1N1CCOCC1	-4	/	-16	-4	/	1	/	7
C[C@@H]1CN([C@H](C)CO)C(=O)CCCn2cc(nn2)CO[C@H]1CN(C)S(=O)(=O)c1ccc(Oc2ccccc2)nc1	-3	2&-2	1	0	-1&1	-3&3	-0.2&0.0	2
C[C@H](NC(=O)[C@H]1N2C(=O)c3ccccc3C2SC1(C)C)C(=O)NCC1CCCO1 (stereo partly drawn)	-3	6	-5	1	-1	1	/	0
FC(F)(F)c1nc(-c2cccnc2)ncc1-c1nnnn1-c1ccccc1	2	/	5	-8	/	10	0.4	1

Single entries from the results shown.
For miR-122 sensor, C[C@@H]1CN([C@H](C)CO)C(=O)CCCn2cc(nn2)CO[C@H]1CN(C)S(=O)(=O)c1ccc(Oc2ccccc2)nc1 is entered as -3
For Cneo AK release, Cc1cc2c3c(c1C)C(=O)C(=O)N3C(C)(C)CC2C (stereo not drawn) is entered as 1
For ERAP1 HTS inh, C[C@H](NC(=O)[C@H]1N2C(=O)c3ccccc3C2SC1(C)C)C(=O)NCC1CCCO1 (stereo partly drawn) is entered as -1
For Cneo AK release, Cc1[nH]nc2c1C(Cc1ccccc1)C(C#N)=C(N)O2 (stereo not drawn) is entered as -1
For PGC1a acetyl inh, CCCc1cn(CC[C@@H]2CC[C@H](NS(=O)(=O)c3ccccc3Cl)[C@H](CO)O2)nn1 is entered as 3

Screening data: PubChem, Broad Institute
